ATG4B inh: blocks human ATG4B protease cleavage of LC3 substrate. Q9Y4P1. ATG4B cleavage of LC3-PLA2, NBD-HPC fluorescence, 1 h. inhibition, % at 8.33 µM. 0.51% of 340,000 active; in the data active = inhibition above about 40%
SENP7 inh: SENP7 protease inhibition; 1.5% of 330,000 active; Q9BQF6; inhibition, % at 5 µM; recombinant SENP7, Z-RLRGG-aminoluciferin luminescence, 40 min;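 active = inhibition above about 50% at the single test dose, limit read from the data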;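 also: plate controls were DMSO with enzyme for no effect and no enzyme buffer wells for full effect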
GRIN3A LBD mod: NR3A (human) ligand-binding domain modulation. 2.5% of 340,000 active. AID 1259313. NR3A LBD differential scanning fluorimetry, Tm shift; 0% = protein alone, 100% = glycine-bound protein. Tm shift relative to glycine control, % at 25 µM;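 active = melting temperature shift of at least 10% of the positive control shift, at one fixed dose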
HKDC1 inh: HKDC1 (human) hexokinase inhibition. 0.16% of 340,000 active. AID 493160. recombinant HKDC1, G6PDH/diaphorase resazurin coupled fluorescence. inhibition, % at 20 µM;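 active = inhibition above about 35% when tested at 20 µM, limit read from the data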;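 also: plate controls were DMSO wells with enzyme for no effect and DMSO wells lacking enzyme for full effect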
Target sequence (Q2TB90 whole entry, looked up): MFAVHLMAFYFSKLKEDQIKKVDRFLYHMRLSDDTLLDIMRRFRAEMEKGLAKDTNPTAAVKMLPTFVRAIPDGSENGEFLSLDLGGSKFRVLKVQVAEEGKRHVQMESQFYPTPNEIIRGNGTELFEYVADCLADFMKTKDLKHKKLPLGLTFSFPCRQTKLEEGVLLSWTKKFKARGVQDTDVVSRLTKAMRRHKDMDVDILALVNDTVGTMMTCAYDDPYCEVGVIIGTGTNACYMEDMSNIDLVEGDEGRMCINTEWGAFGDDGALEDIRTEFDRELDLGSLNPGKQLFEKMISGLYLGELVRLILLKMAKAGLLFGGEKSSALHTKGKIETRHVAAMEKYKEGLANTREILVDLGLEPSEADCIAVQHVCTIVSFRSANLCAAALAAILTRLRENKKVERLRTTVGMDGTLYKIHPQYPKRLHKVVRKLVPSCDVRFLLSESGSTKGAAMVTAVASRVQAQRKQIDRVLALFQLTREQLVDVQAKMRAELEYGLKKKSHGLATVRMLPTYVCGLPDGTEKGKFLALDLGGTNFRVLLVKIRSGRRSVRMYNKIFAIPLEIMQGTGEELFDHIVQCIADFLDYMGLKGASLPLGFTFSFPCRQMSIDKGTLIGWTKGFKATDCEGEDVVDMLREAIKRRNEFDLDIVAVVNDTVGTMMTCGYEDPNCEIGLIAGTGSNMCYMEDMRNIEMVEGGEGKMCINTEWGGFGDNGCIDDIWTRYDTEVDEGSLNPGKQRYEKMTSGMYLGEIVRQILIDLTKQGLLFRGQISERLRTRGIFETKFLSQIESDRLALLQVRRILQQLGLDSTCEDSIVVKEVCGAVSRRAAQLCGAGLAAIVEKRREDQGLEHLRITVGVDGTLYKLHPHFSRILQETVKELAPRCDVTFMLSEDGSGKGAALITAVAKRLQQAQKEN
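Material – in-house recombinant HK5 (HKDC1) enzyme · Quantity – HKDC1 at 5 µg/mL · Buffer or medium – pH 8.0 Tris buffer with 10 mM MgCl2 · Reagent – glucose with 1 mM ATP · Dosing – single 20 µM dose · Times – reaction time 90 min, room temperature, protected from light · Technique – resorufin fluorescence at 613 nm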
PfG6PD inh: PfG6PD (Plasmodium falciparum) enzyme inhibition. PfGluPho enzyme, NADPH resazurin-diaphorase fluorescence. inhibition, % at 20 µM. 0.78% of 350,000 active. AID 504690;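 active = inhibition reaching at least a set limit at 20 µM in the primary screen, cut at about 59% in these data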;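 also: 0% = DMSO wells with substrate and 100% = DMSO wells lacking glucose-6-phosphate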
MPTP inh: permeability transition pore inhibition; isolated mouse mitochondria, Ca2+ swelling absorbance, 30 min; inhibition, % at 10 µM; 1.4% of 360,000 active; AID 602449;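 active = inhibition of 50% or more, scaled per plate between neutral and stimulator controls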;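 also: 0% = DMSO wells given calcium and 100% = 1 mM EGTA wells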
SENP8 block: inhibitors of human SENP8 protease; recombinant SENP8, Nedd8 substrate fluorescence; 0.64% of 360,000 active; inhibition, % at 20 µM; in the data active = inhibition mostly above about 40%, no sharp cut-off; inactive = mostly below about 27%
SENP6 inh: inhibitors of human SENP6 protease | Recombinant SENP6 catalytic domain, aminoluciferin luminescence | Q9GZR1 | 1.8% of 330,000 active | inhibition, % at 10 µM;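 active = inhibition above about 50% at the single tested dose, limit read from the data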;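 also: plate controls were DMSO wells with enzyme for no effect and DMSO wells lacking enzyme for full effect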
* hit, by the source's call.

Sample of the layout:
How did Cc1ccccc1CN(CC1CCC(C(=O)O)CC1)C(=S)Nc1ccccc1F (stereo not drawn) do in these assays?
ATG4B inh: 1; SENP7 inh: 2; GRIN3A LBD mod: 4; HKDC1 inh: 2; PfG6PD inh: -1; MPTP inh: 0.0; SENP8 block: 13; SENP6 inh: -11

How did O=C(CCc1nnc(-c2ccccc2)o1)NCc1cc(F)ccc1F do in these assays?
ATG4B inh: 0; SENP7 inh: -6; GRIN3A LBD mod: 8; HKDC1 inh: -5; PfG6PD inh: -7; MPTP inh: -3.7; SENP8 block: -1; SENP6 inh: -8

Results for CCC(=O)C1=C(O)C(c2cccc(Oc3ccccc3)c2)CCC1=O (stereo not drawn) ?
ATG4B inh: 5; SENP7 inh: -1; GRIN3A LBD mod: -2; HKDC1 inh: 0; PfG6PD inh: -20; MPTP inh: -1.2; SENP8 block: 9; SENP6 inh: -9

Results for COC(=O)C1=C(C)N=C2SC(C#N)=C(N)N2C1c1cccc(OC)c1 (stereo not drawn) ?
ATG4B inh: -7; SENP7 inh: 6; GRIN3A LBD mod: 1; HKDC1 inh: -10; PfG6PD inh: -11; MPTP inh: -4.6; SENP8 block: -38; SENP6 inh: -8

Results, from the first entry:
How did Cc1ccccc1CN(CC1CCC(C(=O)O)CC1)C(=S)Nc1ccccc1F (stereo not drawn) do in these assays?
ATG4B inh: 1; SENP7 inh: 2; GRIN3A LBD mod: 4; HKDC1 inh: 2; PfG6PD inh: -1; MPTP inh: 0.0; SENP8 block: 13; SENP6 inh: -11

How did O=C(CCc1nnc(-c2ccccc2)o1)NCc1cc(F)ccc1F do in these assays?
ATG4B inh: 0; SENP7 inh: -6; GRIN3A LBD mod: 8; HKDC1 inh: -5; PfG6PD inh: -7; MPTP inh: -3.7; SENP8 block: -1; SENP6 inh: -8

Results for CCC(=O)C1=C(O)C(c2cccc(Oc3ccccc3)c2)CCC1=O (stereo not drawn) ?
ATG4B inh: 5; SENP7 inh: -1; GRIN3A LBD mod: -2; HKDC1 inh: 0; PfG6PD inh: -20; MPTP inh: -1.2; SENP8 block: 9; SENP6 inh: -9

Results for COC(=O)C1=C(C)N=C2SC(C#N)=C(N)N2C1c1cccc(OC)c1 (stereo not drawn) ?
ATG4B inh: -7; SENP7 inh: 6; GRIN3A LBD mod: 1; HKDC1 inh: -10; PfG6PD inh: -11; MPTP inh: -4.6; SENP8 block: -38; SENP6 inh: -8

How did Clc1ccc(-c2ccnc(Oc3cc(Cl)ccc3Cl)n2)cc1 do in these assays?
ATG4B inh: -15; SENP7 inh: -2; GRIN3A LBD mod: 7; HKDC1 inh: -23; PfG6PD inh: -8; MPTP inh: 1.1; SENP8 block: 11; SENP6 inh: 5

What do the screens show for `CCN1CCc2c(sc(NC(=O)c3ccc(C(=O)c4ccccc4)cc3)c2C(N)=O)C1`?
ATG4B inh: -4; SENP7 inh: 4; GRIN3A LBD mod: -4; HKDC1 inh: 8; PfG6PD inh: 4; MPTP inh: 0.0; SENP8 block: -25; SENP6 inh: 10

How did C[C@]12c3[nH]c4cc(-c5ccco5)ccc4c3CCN1C(=O)[C@@H](CC(=O)NCc1ccco1)C[C@@H]2C(=O)N1CCOCC1 do in these assays?
ATG4B inh: -12; SENP7 inh: 0; GRIN3A LBD mod: -3; HKDC1 inh: 6; PfG6PD inh: 18; MPTP inh: 0.3; SENP8 block: -370

Results for CC(C)c1ccccc1NC(=O)CSc1n[nH]c(=O)n1C1CC1 ?
ATG4B inh: -2; SENP7 inh: 6; GRIN3A LBD mod: -1; HKDC1 inh: -2; PfG6PD inh: -2; MPTP inh: -0.6; SENP8 block: 0; SENP6 inh: -6

Results for COc1cccc(NC(=S)/C(=C(\[O-])c2cc(C)n(-c3ccccc3F)c2C)[n+]2ccc(N(C)C)cc2)c1 ?
ATG4B inh: 12; SENP7 inh: -5; GRIN3A LBD mod: 0; HKDC1 inh: -1; PfG6PD inh: 51; MPTP inh: 21; SENP8 block: 0; SENP6 inh: -3

What do the screens show for `COC(=O)CN(c1ccccc1F)S(=O)(=O)c1ccccc1`?
ATG4B inh: -15; SENP7 inh: 0; GRIN3A LBD mod: -2; HKDC1 inh: -1; PfG6PD inh: -4; MPTP inh: 0.8; SENP8 block: 16; SENP6 inh: -6

Results for CCN(CC)c1ccc(NC(=O)CN2C(=O)CSc3ncccc32)c(C)c1 ?
ATG4B inh: -7; SENP7 inh: -8; GRIN3A LBD mod: 1; HKDC1 inh: -4; PfG6PD inh: 37; MPTP inh: 5.1; SENP8 block: 4; SENP6 inh: -12

Results for COc1ccc(C(=O)NC(=S)NCc2ccco2)cc1Br ?
ATG4B inh: 0; SENP7 inh: 6; GRIN3A LBD mod: -6; HKDC1 inh: 3; PfG6PD inh: 9; MPTP inh: 0.9; SENP8 block: 2; SENP6 inh: 1

How did Cc1cc[n+](-c2[nH]c(=O)sc2/C=N/N=C(\[O-])c2ccccc2)cc1C do in these assays?
ATG4B inh: 0; GRIN3A LBD mod: -1; HKDC1 inh: -10; PfG6PD inh: 18; MPTP inh: -0.6; SENP8 block: 7

Results for N#Cc1c(C(F)(F)F)cc(-c2ccc(F)cc2)[nH]c1=O ?
ATG4B inh: 8; SENP7 inh: -8; GRIN3A LBD mod: 0; HKDC1 inh: 1; PfG6PD inh: -16; MPTP inh: 4.4; SENP8 block: -392; SENP6 inh: 24

How did COc1ccc(N2CCN(C(=O)c3ccc(Cl)c(S(=O)(=O)N4CCOCC4)c3)CC2)cc1 do in these assays?
ATG4B inh: -8; GRIN3A LBD mod: -1; HKDC1 inh: -3; PfG6PD inh: 0; MPTP inh: -3.3; SENP8 block: 6

What do the screens show for `O=C(NCc1n[nH]c(=S)n1-c1ccc(Br)cc1)c1cccs1`?
ATG4B inh: -4; SENP7 inh: -5; GRIN3A LBD mod: 1; HKDC1 inh: -7; PfG6PD inh: 40; MPTP inh: -1.1; SENP8 block: -12; SENP6 inh: -22

What do the screens show for `CCOC(=O)C1(Cc2ccc(OC)cc2)CCN(C(=O)c2cccc3nccnc23)CC1`?
ATG4B inh: 7; SENP7 inh: -5; GRIN3A LBD mod: -2; HKDC1 inh: -7; PfG6PD inh: -4; MPTP inh: -0.1; SENP8 block: 25; SENP6 inh: 8

What do the screens show for `O=C(NC1CCCCC1)C(c1ccc(F)cc1)N(Cc1ccc2c(c1)OCO2)C(=O)c1cnsn1` (stereo not drawn)?
ATG4B inh: -6; SENP7 inh: 8; GRIN3A LBD mod: -1; HKDC1 inh: -4; PfG6PD inh: 5; MPTP inh: -0.9; SENP8 block: 21; SENP6 inh: 5

How did CCN(CC)CCN(C(=O)CN1C(=O)c2ccccc2C1=O)c1nc2cc3c(cc2s1)OCO3 do in these assays?
ATG4B inh: -5; SENP7 inh: -7; GRIN3A LBD mod: 1; HKDC1 inh: 5; PfG6PD inh: 7; MPTP inh: 0.5; SENP8 block: 11; SENP6 inh: -2

What do the screens show for `Fc1ccc(/C=N/Nc2ccccn2)cc1`?
ATG4B inh: -5; SENP7 inh: 64*; GRIN3A LBD mod: 0; HKDC1 inh: -5; PfG6PD inh: 6; MPTP inh: -5.4; SENP8 block: 11; SENP6 inh: 66*

How did O=C(O)C1CSC2(c3ccc(F)cc3)CCC(=O)N12 (stereo not drawn) do in these assays?
ATG4B inh: 0; SENP7 inh: -3; GRIN3A LBD mod: 0; HKDC1 inh: 1; PfG6PD inh: -9; MPTP inh: -1.9; SENP8 block: 9; SENP6 inh: 2

What do the screens show for `Cc1ccc(Nc2c(-c3ccc(N4CCOCC4)cc3)nc3ncccn23)cc1`?
ATG4B inh: -2; SENP7 inh: -10; GRIN3A LBD mod: 2; HKDC1 inh: -4; PfG6PD inh: -14; MPTP inh: -1.2; SENP8 block: -34; SENP6 inh: -12

Results for CCOc1ccc(C(=O)Nc2cccc(SC)c2)cc1 ?
ATG4B inh: -2; SENP7 inh: 89*; GRIN3A LBD mod: -8; HKDC1 inh: -3; PfG6PD inh: 16; MPTP inh: 2.5; SENP8 block: 5; SENP6 inh: 91*

Results for CCOC(=O)/C=C/C(=O)Nc1ccc(Oc2ccccc2)cc1 ?
ATG4B inh: -7; SENP7 inh: -9; GRIN3A LBD mod: -11; HKDC1 inh: 2; PfG6PD inh: 10; MPTP inh: 30; SENP8 block: 7; SENP6 inh: 3

How did CC(=O)c1ccc(NC(=O)/C(C#N)=C/c2ccncc2)cc1 do in these assays?
ATG4B inh: -1; SENP7 inh: 7; GRIN3A LBD mod: 1; HKDC1 inh: -6; PfG6PD inh: 10; MPTP inh: -1.7; SENP8 block: -78; SENP6 inh: 5

Results for O=C(Cc1ccccc1F)Nc1cc(S(=O)(=O)N2CCOCC2)ccc1N1CCCC1 ?
ATG4B inh: -3; SENP7 inh: 3; GRIN3A LBD mod: -1; HKDC1 inh: -5; PfG6PD inh: -9; MPTP inh: 0.9; SENP8 block: 0; SENP6 inh: 16

Results for NS(=O)(=O)c1ccc(CCNC(=O)CSc2ccc(Cl)cc2)cc1 ?
ATG4B inh: -11; SENP7 inh: 3; GRIN3A LBD mod: -4; HKDC1 inh: -13; PfG6PD inh: 2; MPTP inh: 0.0; SENP8 block: -8; SENP6 inh: 5

How did COc1ccc(S(=O)(=O)Nc2cccc3c2O[C@H](CN(C)Cc2ccc(Oc4ccccc4)cc2)[C@@H](C)CN([C@H](C)CO)C3=O)cc1 do in these assays?
ATG4B inh: -10; SENP7 inh: -6; GRIN3A LBD mod: -8; HKDC1 inh: 0; PfG6PD inh: 19; MPTP inh: -2.3; SENP8 block: 9; SENP6 inh: -3

How did CN(C)C(=O)C12CCC(C)(c3nc4ccccc4nc31)C2(C)C (stereo not drawn) do in these assays?
ATG4B inh: -6; SENP7 inh: -8; GRIN3A LBD mod: 2; HKDC1 inh: -12; PfG6PD inh: -12; MPTP inh: 0.1; SENP8 block: 21; SENP6 inh: -4

How did CCN(CC)C(=O)c1csc(Nc2ccc(C)cc2)n1 do in these assays?
ATG4B inh: -9; SENP7 inh: 12; GRIN3A LBD mod: 0; HKDC1 inh: 0; PfG6PD inh: -2; MPTP inh: -1.0; SENP8 block: 5; SENP6 inh: -1

Results for Cc1ccc(C2=NNC(C(O)C(O)C(O)C(O)CO)S2)cc1 (stereo not drawn) ?
ATG4B inh: -13; SENP7 inh: -3; GRIN3A LBD mod: 0; HKDC1 inh: -2; PfG6PD inh: -7; MPTP inh: -0.2; SENP8 block: -116; SENP6 inh: -22

What do the screens show for `Cc1cc(C)n(-c2ccc(C(=O)NCc3ccc4c(c3)OCO4)cc2)n1`?
ATG4B inh: -5; SENP7 inh: -13; GRIN3A LBD mod: -2; HKDC1 inh: -3; PfG6PD inh: 7; MPTP inh: 1.0; SENP8 block: -51; SENP6 inh: -11

How did CC1CCCN(c2nc3nonc3nc2Nc2ccccc2F)C1 (stereo not drawn) do in these assays?
ATG4B inh: -5; SENP7 inh: 11; GRIN3A LBD mod: 3; HKDC1 inh: -10; PfG6PD inh: 5; MPTP inh: -1.1; SENP8 block: 14; SENP6 inh: -28

What do the screens show for `C[C@@]12C(=O)N(Cc3ccc(Cl)cc3)CC(=O)N1[C@H]1c3ccccc3OC[C@@H]1[C@@H]2c1ccccc1`?
ATG4B inh: 3; SENP7 inh: 11; GRIN3A LBD mod: -13; HKDC1 inh: 7; PfG6PD inh: 3; MPTP inh: -0.6; SENP8 block: 18; SENP6 inh: -6

Results for CC1(C)N=C(N)N=C(N)N1c1cccc(C#N)c1 ?
ATG4B inh: -2; GRIN3A LBD mod: 1; HKDC1 inh: -1; PfG6PD inh: 6; MPTP inh: 0.4; SENP8 block: 11

How did Oc1ccc(/C=N/Nc2ncc(Br)cn2)c(O)c1 do in these assays?
ATG4B inh: 1; SENP7 inh: 72*; GRIN3A LBD mod: 31*; HKDC1 inh: 39*; PfG6PD inh: 5; MPTP inh: 0.8; SENP8 block: 9; SENP6 inh: 86*

What do the screens show for `Cn1c(Cc2cccc3ccccc23)nnc1SCc1ccc([N+](=O)[O-])cc1`?
ATG4B inh: 26; SENP7 inh: -1; GRIN3A LBD mod: -1; HKDC1 inh: -8; PfG6PD inh: 13; MPTP inh: 1.0; SENP8 block: 8; SENP6 inh: -4
